N-glyco inh – N-linked glycosylation inhibition | 360,000 tested, 0.23% active | D54 ERlucT glycosylation luciferase reporter, 24 h; percent of 100 nM tunicamycin response | reporter increase, % at 12.5 µM;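 active = mean luciferase reporter signal, scaled so untreated is 0 and the glycosylation-blocking control 100, at or above a set limit in every replicate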;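 note: luciferase carries N-glycosylation sites so blocking glycosylation raises the light; 0% = median of neutral control wells and 100% = median of 100 nM tunicamycin wells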
m5-HT2A agonist – agonists of mouse serotonin 5-HT2A receptor (HTR2A). P35363. CHO-K1 mHTR2A beta-arrestin complementation, luminescence; percent of 30 µM serotonin response. activation, % at 7.6 µM. 360,000 tested, 0.66% active. AID 624169;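 active = activation above a run cutoff, the mean activation of all tested compounds plus 3 SD, cut at about 14% in these data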;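 note: 0% = plate median of compound wells and 100% = 30 µM serotonin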
Target sequence (P35363 whole entry, looked up): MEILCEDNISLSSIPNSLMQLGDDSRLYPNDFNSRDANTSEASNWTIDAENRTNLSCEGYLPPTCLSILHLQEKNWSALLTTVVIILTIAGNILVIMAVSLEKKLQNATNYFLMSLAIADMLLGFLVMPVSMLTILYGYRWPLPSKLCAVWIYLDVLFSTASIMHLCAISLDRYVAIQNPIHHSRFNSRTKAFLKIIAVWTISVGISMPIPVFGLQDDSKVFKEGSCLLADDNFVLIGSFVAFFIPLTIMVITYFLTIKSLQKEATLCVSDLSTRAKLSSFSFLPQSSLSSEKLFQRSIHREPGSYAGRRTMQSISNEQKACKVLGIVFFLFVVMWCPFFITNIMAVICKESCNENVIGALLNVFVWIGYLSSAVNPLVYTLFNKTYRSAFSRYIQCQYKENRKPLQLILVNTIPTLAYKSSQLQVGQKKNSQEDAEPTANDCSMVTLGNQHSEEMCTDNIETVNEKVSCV
Vif imaging – blocks HIV Vif function; 340,000 tested, 0.35% active; inhibition, % at 7.49 µM; AID 602346; HEK293T cells, Vif self-association by quenched fluorescence, imaging, 24 h; in the data active = inhibition above about 50%, passing the limit was not always enough; note: some results filed as inactive read as strong as hits
ABCB6 inh 2 – inhibitors of human ABC transporter ABCB6; Q9NP58; K562-ABCB6 porphyrin accumulation, flow cytometry, 1 h; stronger effect = lower value; fluorescence ratio to DMSO, % at 10 µM; 360,000 tested, 0.19% active; AID 602162;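 active = fluorescence ratio to DMSO below 75%, the collection mean minus 3 SD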;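 note: signal is porphyrin accumulated inside mitochondria; 100% equals median channel fluorescence of DMSO control wells; lower ratio means ABCB6 inhibition with less porphyrin fluorescence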
Cardio protect – modulators protecting cardiomyocytes from myocardial damage | protection from H2O2 cell death, % at 20 µM | 360,000 tested, 0.63% active | H9c2 cardiomyocytes, H2O2 injury protection, ATPLite, 2 h;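 active = compounds giving at least 50% protection of heart cells from peroxide-induced death in the single-dose screen, raw or plate-pattern-corrected value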;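 note: 0% = DMSO wells with peroxide and 100% = DMSO wells without peroxide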
Granule exo inh – lytic granule exocytosis inhibition; TALL-104 LAMP-1 surface exposure, flow cytometry; cells stimulated with thapsigargin and PMA; inhibition, % at 10 µM; 360,000 tested, 0.66% active;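 active = inhibition above about 55%, limit read from the data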
PDI inh – PDI (human) enzyme inhibition; P07237; PDI insulin aggregation turbidity, A650, 90 min; inhibition, % at 10 µM; 350,000 tested, 0.052% active;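 active = mean inhibition across replicates of 30% or more, whatever share of single replicates reach that level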;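 note: absorbance from insulin aggregation driven by PDI reduction with DTT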
Target sequence (P07237 whole entry, looked up): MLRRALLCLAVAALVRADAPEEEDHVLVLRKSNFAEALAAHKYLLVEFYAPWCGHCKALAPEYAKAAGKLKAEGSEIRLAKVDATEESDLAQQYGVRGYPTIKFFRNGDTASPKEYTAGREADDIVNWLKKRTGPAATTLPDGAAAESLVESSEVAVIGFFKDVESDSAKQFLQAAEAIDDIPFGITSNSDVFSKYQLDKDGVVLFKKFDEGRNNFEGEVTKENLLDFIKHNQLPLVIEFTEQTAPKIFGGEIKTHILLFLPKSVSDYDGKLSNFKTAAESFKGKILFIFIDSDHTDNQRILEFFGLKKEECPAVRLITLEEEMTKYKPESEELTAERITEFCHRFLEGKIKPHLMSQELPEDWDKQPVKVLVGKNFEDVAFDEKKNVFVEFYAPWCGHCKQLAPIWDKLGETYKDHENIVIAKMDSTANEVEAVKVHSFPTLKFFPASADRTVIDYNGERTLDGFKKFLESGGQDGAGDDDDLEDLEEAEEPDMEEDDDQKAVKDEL
hiPSC survival – enhancers of human iPSC single-cell survival; hiPSC single-cell survival, ATPlite luminescence; 100% = ROCK inhibitor wells, 0% = DMSO; survival enhancement, % at 20 µM; 360,000 tested, 0.044% active; in the data active = survival enhancement above about 18%;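 note: cells exposed to compounds for 16 hours before the ATP read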
aDG glyco up – increases alpha dystroglycan glycosylation. 360,000 tested, 0.22% active. Pro5-aDG cells, alpha-DG glycosylation AlphaScreen (IIH6); 0% Pro5, 100% B10-LARGE cell signal. AID 624168. activation, % at 10 µM;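 active = activation of at least 8% versus controls, or a plate z-score of at least 8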;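 note: Pro5 are CHO cells carrying HIG-tagged alpha-DG that lacks glycosylation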
CaV13 FRET inh – Disruptors of the CACNA1D IQ motif to Ca2+-dependent inactivation inhibitor domain association, primary screening, Förster resonance energy transfer in intact living …; HEK cells, CFP/YFP FRET ICDI-IQ, plate reader, 10 min; percent FRET-ratio fall versus neutral wells; 340,000 tested, 0.098% active; AID 743397; inhibition, % at 12.3 µM;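 active = mean replicate inhibition of at least 30% and at least 1% of replicates passing that level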;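 note: 0% = median of the neutral control wells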
The depositor's hits bear a star; / = no result given.

SMILES	N-glyco inh	m5-HT2A agonist	Vif imaging	ABCB6 inh 2	Cardio protect	Granule exo inh	PDI inh	hiPSC survival	aDG glyco up	CaV13 FRET inh
CN(C(=O)CSc1nc2ccccc2o1)C1CCCCC1	-10	-4	-3	95	1	-12	-5	-0.4	0.5	-4
Cc1ccccc1CSc1nnc(NC(=O)C2COc3ccccc3O2)s1 (centres undefined)	-1	-6	-7	96	-17	0	5	2.3	0.0	-5
Cc1cccc(NC(=O)CCS(=O)(=O)c2cccc3nsnc23)c1C	-1	0	-2	90	6	14	1	-3.7	0.1	-4
COc1ccc(C)cc1CN(C)c1ccc(S(=O)(=O)N2CCN(C)CC2)cn1	0	-3	-3	98	-6	-2	-6	-0.3	0.1	-7
Cc1cc(C)nc(NC(=O)c2ccc([N+](=O)[O-])o2)n1	2	9	/	90	46	0	11	0.5	1.5	-5
Cc1ccc(S(=O)(=O)NCC(=O)NC2CCCC2)cc1	2	5	-4	103	5	9	-3	-2.2	-0.1	-9
O=c1c(-c2ccccc2)coc2c(CN3CCOCC3)c(O)ccc12	0	-3	6	105	15	-4	-2	0.6	-0.1	/
COc1ccc(NS(=O)(=O)c2ccc(NC(=O)c3ccc(N(C)S(C)(=O)=O)cc3)cc2)cc1	-1	-3	-23	90	-12	-2	11	-0.7	0.0	-9
CCN(CC)CCN(Cc1cc2cc3c(cc2[nH]c1=O)OCO3)C(=S)NCCOC	1	-3	-2	98	4	2	-14	-0.2	0.3	-21
CCc1ccc2c(c1)C(O)(CC(=O)c1cccs1)C(=O)N2 (centres undefined)	3	1	9	101	-6	2	-3	-0.3	1.5	-3
O=C(OCn1nnc2ccccc2c1=O)c1cc(-c2ccccc2Cl)nc2ccccc12	0	1	6	108	5	0	-9	2.3	-0.1	8
O=[N+]([O-])c1cccc(C(=S)N2CCN(c3ccccc3F)CC2)c1	-1	-3	0	98	-10	2	-8	-3.5	0.9	-5
COc1cc(C(=O)NCc2nnc(SCC(=O)c3ccccc3)o2)cc(OC)c1OC	1	-3	11	97	6	-2	1	1.3	0.0	-3
O=C(NC(=S)N1CC=CCC1)c1ccccc1	1	5	-2	105	1	-5	1	-0.3	0.1	-5
CC(OC(=O)c1nn(C(C)C)c(=O)c2ccccc12)C(=O)Nc1ncc(Cl)cc1Cl (centres undefined)	4	5	-7	95	4	2	-7	0.5	-0.2	-5
CCCCOc1ccc(C(=O)NCC(=O)NCc2ccncc2)cc1	2	-7	4	96	-1	8	-1	-0.4	-0.1	-6
C[C@H](NC(=O)c1nc[nH]c1C(=O)N[C@@H](Cc1ccccc1)C(=O)OCc1ccccc1)c1ccccc1	-2	2	-2	98	-1	7	-5	4.7	0.0	-9
C=CCOc1cccn2c(N(C)C(=O)c3ccc(OC)cc3)c(CC)nc12	2	5	2	100	3	-8	-4	-0.9	-0.2	-7
CCNS(=O)(=O)c1cccc(C(=O)c2c(C)cc3ccccn23)c1	-3	1	-10	101	-12	-6	15	-2.0	0.1	-16
COc1ccccc1N(CN1CCCC1=O)C(=O)COc1ccccc1	0	10	6	95	-3	-2	16	0.5	-0.1	-5
O=C(CCn1cnc2ccccc2c1=O)Nc1nc2c(s1)CCCC2	3	-3	-1	89	9	0	4	0.3	-0.1	0
Cc1cccc(C)c1NC(=O)Cn1c(CN2CCCCC2)nc2ccccc2c1=O	-1	8	2	104	-31	-1	-1	-2.3	-0.4	-5
COc1ccc(C2C(C(C)=O)=C(O)C(=O)N2c2cccnc2)c(OC)c1 (centres undefined)	4	-1	6	96	0	3	0	5.9	-0.2	-6
COc1ccc(F)cc1C1=CC(=O)C[C@H](c2ccc3c(c2)OCO3)C1	30*	6	-1	101	4	19	6	-0.2	0.0	-5
c1ccc(-n2nnnc2-c2cccc3ccccc23)cc1	18	2	4	102	0	12	15	-2.3	0.5	-7

Continued, starting with the last three of the part before.
SMILES	N-glyco inh	m5-HT2A agonist	Vif imaging	ABCB6 inh 2	Cardio protect	Granule exo inh	PDI inh	hiPSC survival	aDG glyco up	CaV13 FRET inh
COc1ccc(C2C(C(C)=O)=C(O)C(=O)N2c2cccnc2)c(OC)c1 (centres undefined)	4	-1	6	96	0	3	0	5.9	-0.2	-6
COc1ccc(F)cc1C1=CC(=O)C[C@H](c2ccc3c(c2)OCO3)C1	30*	6	-1	101	4	19	6	-0.2	0.0	-5
c1ccc(-n2nnnc2-c2cccc3ccccc23)cc1	18	2	4	102	0	12	15	-2.3	0.5	-7
COc1cc(NC(=S)NCCCN2CCOCC2)cc(OC)c1OC	3	3	/	104	-3	-2	8	-3.0	-0.3	-4
C=CCn1c(N)c(C(=O)N2CCOCC2)sc1=S	0	-5	-7	108	-1	2	-10	-2.4	0.1	-9
CN(c1ccccc1)S(=O)(=O)c1ccc(C(=O)NCc2ccccn2)cc1	-1	4	2	97	6	-3	0	-0.6	-0.5	6
Cc1onc(-c2c(F)cccc2Cl)c1C(=O)NCc1ccccn1	1	4	-9	98	-1	-3	-14	-1.7	0.0	-4
CC(=O)Nc1ccc(S(=O)(=O)Nc2nc3ccccc3nc2Nc2ccccc2)cc1	-1	-2	4	104	4	0	11	0.4	-0.1	-6
C(=N\c1c(-c2ccccc2)nc2n1CCS2)/c1ccccc1	2	-2	-9	94	21	1	6	-1.7	0.0	-5
CCCCN(CC)CCNC(=O)c1[nH]c(C)c(C(C)=O)c1C	-2	3	-6	99	-1	-3	8	-0.9	-0.1	-4
Cc1ccccc1CNC(=O)CN1C(=O)c2ccccc2S1(=O)=O	1	4	-4	97	-2	-12	-4	-0.3	0.1	-7
O=C(Cc1ccccc1[N+](=O)[O-])N1CCN(S(=O)(=O)c2ccccc2)CC1	1	2	5	95	1	13	6	3.3	-0.1	-1
Nc1nc2c(C(=O)N3CCOCC3)nnn2c2ccccc12	0	6	4	97	3	6	0	-0.7	-0.1	-4
CCN(Cc1ccccc1)C(=O)Cn1c(=O)n(-c2ccc(OC)cc2OC)c(=O)c2c(C)c(C)sc21	-1	-2	12	99	6	4	-5	-0.4	0.2	-7
Cc1ccc2c(c1)N(C(=O)CCC(=O)N1CCC(C(N)=O)CC1)CC(C)O2 (centres undefined)	1	0	/	99	2	-1	/	1.4	-0.2	-7
CC1(C)CC(=O)C=C(c2ccc(-c3ccc4[nH]ccc4c3)cc2)C1=O	-15	-6	/	99	-30	70*	2	-2.6	0.8	-7
Cc1ccc2nc3c(cc2c1)c(NC(=O)c1ccco1)nn3CC(C)C	1	6	-14	93	7	-3	2	0.0	0.9	-14
CCOC(=O)C1CCN(C(=O)COC(=O)CNC(=O)c2ccc(OC)cc2)CC1	0	2	0	80	3	-1	-3	2.2	-0.3	-20
COc1ccc(S(=O)(=O)Nc2cccnc2)cc1OC	-1	2	1	99	1	3	1	-0.5	-0.1	0
COc1ccccc1CNC(=O)CN1CCC(NC(=O)c2ccccc2F)CC1	0	4	/	87	9	-1	-2	0.1	0.4	-4
COc1cc(OC)c(OC)cc1C=NCC1(c2ccccc2)CCCC1	-2	-2	1	96	-2	0	-3	-2.8	0.5	-8
Cc1ccc(-n2c(-c3c(-c4ccccc4)noc3C)n[nH]c2=S)cc1	-2	0	-4	88	1	2	-6	-2.0	-0.2	-2
CCCCCCn1cc(CN2CC(N(C)CCC)CS2(=O)=O)nn1 (centres undefined)	/	0	/	98	/	-2	/	-0.2	0.0	-9
O=C(/C=C(O)/C=C/c1ccc(O)cc1)/C=C/c1ccc(O)cc1	3	-7	7	159	0	3	4	-1.6	-0.1	-11
Cn1c2c(c(=O)n(C)c1=O)C(CC(=O)Nc1ccccc1)C(=O)N2 (centres undefined)	3	-1	8	103	8	1	4	-2.7	-0.2	-4
COCC(=O)N1CCCC(N(C)CCc2ccc(OC)c(OC)c2)C1 (centres undefined)	2	5	4	103	2	-3	6	-0.9	-0.1	-5
CCCc1nc2nc(C)c(NS(=O)(=O)c3ccc(CC(C)C)cc3)c(=O)n2[nH]1	2	16*	8	94	6	1	-9	0.6	-0.2	-7
Cc1ccc(S(=O)(=O)/N=C(/Nc2ccc([N+](=O)[O-])cc2[N+](=O)[O-])c2ccccc2)cc1	-1	2	-13	93	-18	8	0	-2.1	0.7	-2

Continuation.
SMILES	N-glyco inh	m5-HT2A agonist	Vif imaging	ABCB6 inh 2	Cardio protect	Granule exo inh	PDI inh	hiPSC survival	aDG glyco up	CaV13 FRET inh
COc1cc2[nH]c(=O)c(C(=O)NCCCN3CCOCC3)c(O)c2cc1OC	-3	-5	0	101	4	14	-2	-0.8	0.1	-7
C=CCN1C(=O)CN=C1NCc1ccccc1	1	3	-1	92	7	4	-3	-4.6	-0.1	-4
O=C(Nc1nc2ccc(F)cc2s1)C1CCCO1 (centres undefined)	-6	6	-6	97	0	-2	-7	-0.8	0.0	-12
CCC(C)n1c(SCC(=O)NC(=O)c2cccn2C)nc2ccccc2c1=O (centres undefined)	-5	0	1	93	2	-2	-3	0.6	0.0	3
CCOC(=O)c1oc2c(c1C)/C(=N/O)CCC2	-1	-1	-11	92	3	2	0	-2.4	0.0	-5
CC(C)N(C(=O)[C@H]1C[C@H](CC(=O)NCCC2=CCCCC2)C(=O)N2CCc3c([nH]c4cc(CCC(=O)N(C)C)ccc34)[C@]12C)C(C)C	6	-3	1	98	1	-1	7	-0.5	0.2	-6
O=C(CN1CCN(CCN2C(=O)c3cccc4cccc(c34)C2=O)CC1)c1ccc(F)cc1	24	-13	-6	99	35	3	4	-1.9	0.1	-3
CC(CCc1ccccc1)NC(=O)C1CCC1 (centres undefined)	0	5	-2	99	-2	0	6	1.1	0.2	-3
O=C(C1CC(=O)N(c2ccc3c(c2)OCCO3)C1)N1CCN(S(=O)(=O)c2cccc(F)c2)CC1 (centres undefined)	-2	10	-14	111	-4	-3	-1	-0.5	-0.1	-5
Cc1cc(N/N=C/c2ccncc2)c([N+](=O)[O-])cc1[N+](=O)[O-]	3	5	-10	101	-4	-9	13	0.1	-0.1	-2
CC(C)NC(=O)C1(C)Cc2c(-c3ccc(N(C)C)cc3)ccnc2O1 (centres undefined)	-1	-5	-30	99	-1	-7	-3	3.4	0.1	-4
Cc1ccc(CNC(=O)c2ccccc2NC(=O)C2=CSCCO2)cc1	-1	-11	-4	90	5	4	3	-0.5	-0.5	-5
Cc1noc(C)c1CSCC(=O)Nc1cc(S(=O)(=O)N2CCOCC2)ccc1OC(C)C	0	-13	-13	100	0	13	4	-0.5	0.1	-2
O=C(CSc1nc2ncc(Cl)cc2[nH]1)N1CCC(Cc2ccccc2)CC1	4	11	5	101	-2	2	-6	-0.1	0.0	0
COc1ccccc1OCC#CCSc1ncccn1	1	-1	13	90	0	-2	3	0.6	-0.2	2
Cc1ccc(C(=O)NNC(=O)c2ccc(NC(=O)C(C)(C)C)cc2)cc1	3	1	9	97	-6	1	3	-0.4	0.0	-5
CCN(CC)CCNC(=O)CN1C(=O)CSc2ccc(S(=O)(=O)N3CCOCC3)cc21	0	13	/	99	3	-3	-6	-2.4	-0.2	-5
C[C@@H]1ON(C2CCCCC2)[C@H]2c3nc4ccccc4n3C[C@@H]12	2	-4	0	103	10	-4	7	1.5	-0.2	-10
NC(=O)C1CCN(Cc2nc3c(Br)cc(Br)cc3c(=O)[nH]2)CC1	0	-1	2	83	27	-1	-1	-0.3	0.1	-3
O=C(CCC(=O)Nc1ccc(Cl)cc1Cl)N/N=C/c1ccc([N+](=O)[O-])o1	-1	-1	6	107	-15	8	-2	-1.0	-0.7	-4
